Source: PubChem BioAssay (several laboratories)
TRPC4 agonist: activators of mouse TRPC4 channel, primary screen, Fluo4 calcium, HEK293 TRPC4beta/mu-opioid cells | B-score at 10 µM | Short transient receptor potential channel 4 (Mus musculus), Q9QUQ5 | AID 2237, 2010 | Fluo4 calcium fluorescence; active compounds read high | 310,000 tested, 0.49% active;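 active = B-score above 5 SD of library B-scores, and initial fluorescence ratio not above library mean plus 5 SD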;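 note: positive B-score marks a calcium rise read as TRPC4 activation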
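Assay system: HEK293 cells stably co-expressing mouse TRPC4beta and mu-opioid receptor / Timing: Fluo4 dye loading 45 min at room temperature, 110 s recording / Signal: Fluo4 calcium-sensitive dye fluorescence, kinetic, 1 Hz baseline / Read-out: integrated baseline-normalised fluorescence ratio, converted to per-well B score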
TRPC4 potent: positive allosteric modulators of TRPC4, primary screen, cell-based, mouse TRPC4beta, HEK293 mu-opioid, Fluo-4 calcium; Short transient receptor potential channel 4 (Mus musculus), Q9QUQ5; DAMGO EC20, Fluo-4 Ca2+ flux; active compounds read high; B-score at 10 µM; 310,000 tested, 0.42% active;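 active = B-score of calcium response area above 5 SD of library B-scores, with initial fluorescence ratio within 5 SD of library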;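 note: B-score of integrated fluorescence ratio over time as area under calcium response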
TRPC6 act: mouse TRPC6 channel activators, primary screen, cell-based, HEK293, membrane potential dye; Short transient receptor potential channel 6 (Mus musculus), Q61143; HEK293-TRPC6 membrane potential dye fluorescence; active compounds read high; B-score at 10 µM; 310,000 tested, 0.13% active;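 active = B-score of the integrated fluorescence ratio above library mean plus 3 SD, and starting fluorescence ratio within library mean plus 5 SD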;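 note: higher score means more depolarization so channel activation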
Target sequence (Q61143 whole entry, looked up): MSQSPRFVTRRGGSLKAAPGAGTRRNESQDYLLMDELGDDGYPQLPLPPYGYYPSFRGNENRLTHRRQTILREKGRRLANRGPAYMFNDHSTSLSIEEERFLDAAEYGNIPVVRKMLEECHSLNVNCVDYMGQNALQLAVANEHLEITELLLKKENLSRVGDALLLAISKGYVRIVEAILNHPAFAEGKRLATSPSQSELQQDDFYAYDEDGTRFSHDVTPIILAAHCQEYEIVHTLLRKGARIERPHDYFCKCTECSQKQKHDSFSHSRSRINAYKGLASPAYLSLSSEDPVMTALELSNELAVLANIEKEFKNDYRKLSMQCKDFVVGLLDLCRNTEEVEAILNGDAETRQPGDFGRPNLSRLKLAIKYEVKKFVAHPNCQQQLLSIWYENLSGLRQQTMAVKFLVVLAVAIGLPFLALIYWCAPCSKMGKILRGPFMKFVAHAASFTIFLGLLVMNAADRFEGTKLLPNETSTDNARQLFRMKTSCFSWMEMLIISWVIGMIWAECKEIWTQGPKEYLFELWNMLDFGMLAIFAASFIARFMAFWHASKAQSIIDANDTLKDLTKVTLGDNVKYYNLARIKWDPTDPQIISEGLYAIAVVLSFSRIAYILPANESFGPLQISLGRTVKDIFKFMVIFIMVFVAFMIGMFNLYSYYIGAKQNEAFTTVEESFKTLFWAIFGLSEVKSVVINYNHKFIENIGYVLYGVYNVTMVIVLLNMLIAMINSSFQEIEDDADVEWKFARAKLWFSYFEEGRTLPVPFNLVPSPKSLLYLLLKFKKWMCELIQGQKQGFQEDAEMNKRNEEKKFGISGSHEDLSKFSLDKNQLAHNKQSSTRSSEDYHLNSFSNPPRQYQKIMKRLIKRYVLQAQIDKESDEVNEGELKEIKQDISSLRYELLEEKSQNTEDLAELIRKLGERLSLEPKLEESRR
SKKanGAS inh: S. pyogenes SKKanGAS growth inhibitors in kanamycin, primary screen, streptokinase expression inhibitor project, SKKanGAS strain, BacTiter-Glo luminescence | AID 1662, 2009 | 6 h | inhibition, % at 7.5 µM | 300,000 tested, 1.3% active;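 active = mean replicate score, as percent of positive control median, at least 50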;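 note: strain carries kanamycin resistance gene driven by streptokinase promoter and grows in 40 µg/ml kanamycin; loss of luminescence reflects streptokinase promoter inhibition or plain growth inhibition; 0% = median of DMSO wells and 100% = positive control at its reference dose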
MrgX1 antagonist: antagonists of human MrgX1 receptor, primary screen, HEK293 cells, Fluo-4 calcium flux | Mas-related G-protein coupled receptor member X1 (Homo sapiens), Q96LB2 | BAM8-22 antagonism; active compounds read low | B-score at 10 µM | 310,000 tested, 1.3% active | AID 588676, 2011;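 active = calcium-response B-score plate-corrected more than 3 library SD below zero, starting fluorescence within 5 deviations, no agonist response on first addition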;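 note: peak minus trough fluorescence over baseline after final BAM8-22 challenge near maximal dose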
TRPC4 block: inhibitors of mouse TRPC4 channel, primary screen, Fluo4 calcium, HEK293 TRPC4beta/mu-opioid cells. 300,000 tested, 0.39% active. DAMGO-evoked Fluo4 calcium flux; active compounds read low. Short transient receptor potential channel 4 (Mus musculus), Q9QUQ5. B-score at 10 µM;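 active = B-score over 3 SD under the library average, no early fluorescence shift, positive overall ratio signal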
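Assay system: HEK293 cells with stable TRPC4beta plus mu-opioid receptor expression. Dosing: single dose. Measured by: Fluo4 Ca2+ flux fluorescence. Also added: DAMGO in two steps, submaximal then maximal. Read-out: B score from integrated Fluo4 fluorescence ratio.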
TRPC6 inh: mouse TRPC6 channel inhibitors, primary screen, cell-based, HEK293, membrane potential dye. Short transient receptor potential channel 6 (Mus musculus), Q61143. ACh-evoked depolarization; active compounds read low. B-score at 10 µM. 310,000 tested, 1.1% active. AID 2553, 2010;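 active = B-score under library mean minus 3 SD, initial fluorescence not abnormally high, positive integrated signal ratio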;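 note: B-score derived from integrated fluorescence ratio over the kinetic read; more negative B-score means stronger inhibition of depolarization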
TMEM16A act: TMEM16A chloride channel activators or potentiators, primary screen, cell-based, HTS; B-score at 10 µM; 340,000 tested, 0.3% active; HEK293 TMEM16A/YFP-H148Q/I152L, iodide quench fluorescence; active compounds read low; Anoctamin-1 (Mus musculus), Q8BHY3;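 active = fluorescence-ratio B-score plate-corrected deviation score at least 3 library SD below zero, with starting fluorescence score within 5 deviations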;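 note: channel opened by trigger with iodide after compound preincubation; score built on the fluorescence ratio of max minus min over baseline; more negative score means more quench and so TMEM16A activation or potentiation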
TMEM16A inh: TMEM16A chloride channel inhibitors, primary screen, cell-based, HTS. Anoctamin-1 (Mus musculus), Q8BHY3. HEK293 TMEM16A/YFP iodide influx fluorescence, ionomycin. normalized B-score (activity score, 25-100; higher = stronger inhibition) at 10 µM. 310,000 tested, 1.2% active. AID 588511, 2011;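 active = ratio plate-corrected score three or more library SD toward inhibition, starting fluorescence score within five deviations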;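 note: score derived from kinetic fluorescence span divided by baseline fluorescence per well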
MrgX1 allo act: positive allosteric modulators of MrgX1, primary screen, HEK293 cells, Fluo-4 calcium flux. FDSS; active compounds read high. AID 588675, 2011. 310,000 tested, 0.63% active. B-score at 10 µM;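 active = plate-corrected calcium response at least 3 library SD above typical, normal starting fluorescence, not activating the receptor alone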;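 note: compound read alongside a low EC10 to EC30 dose of BAM8-22 agonist; peak minus trough fluorescence over baseline measured at the second addition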
MrgX1 ag: agonists of human MrgX1 receptor, primary screen, HEK293 cells, Fluo-4 calcium flux; B-score at 10 µM; Fluo-4 calcium fluorescence, agonist mode; active compounds read high; 310,000 tested, 0.44% active; AID 588627, 2011; Mas-related G-protein coupled receptor member X1 (Homo sapiens), Q96LB2;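 active = calcium response B-score plate-corrected fluorescence ratio at least 3 library SD, with starting fluorescence B-score inside 5 SD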
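System: HEK293 cells stably expressing human MrgX1 receptor; Dosing: test compound in the initial addition of three; Schedule: overnight plating, then 30 min 37 °C plus 30 min room-temperature dye loading; Detection: kinetic calcium dye fluorescence, Fluo-4 NW; Controls: per-plate positive and negative controls for Z′ factor.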
* marks the source's active call; other numbers are inactive results; i = inactive; . = no result given.

SMILES | TRPC4 agonist | TRPC4 potent | TRPC6 act | SKKanGAS inh | MrgX1 antagonist | TRPC4 block | TRPC6 inh | TMEM16A act | TMEM16A inh | MrgX1 allo act | MrgX1 ag
CCOc1ccc(-n2nc3c(Cl)nnc(C)c3c2C)cc1 | i | i | i | 0 | i | i | -6.7* | i | i | i | i
O=c1c2c3nc4ccccc4nc3n(/N=C/c3ccncc3)c2ncn1-c1ccccc1 | i | i | i | 2 | i | i | i | . | i | i | i
CCOC(=O)C1CCCN(C(=O)/C=C/c2ccc(Cl)cc2)C1 (stereo not given) | i | i | i | -3 | i | i | i | i | i | i | i
COC(C/C=C/[C@H](O)[C@@H](C)OCc1ccccc1)OC | i | i | i | 4 | i | i | i | i | i | i | i
CN(C)C(CNC(=O)Cc1ccc([N+](=O)[O-])cc1)c1ccccc1 (stereo not given) | 179* | i | i | . | i | i | i | i | i | i | i
CC(NC(=O)c1ccc([N+](=O)[O-])o1)C12CC3CC(CC(C3)C1)C2 (stereo not given) | i | i | i | 57* | i | i | i | i | i | i | i
O=C(Cn1c(=O)oc2ccccc21)NC(=O)NCc1ccco1 | i | i | i | -1 | i | i | i | i | i | i | i
COC(=O)c1ccc(NC(=O)CN2CCOCC2)cc1 | i | i | i | -4 | i | i | i | i | i | i | i
O=C(CCN1C(=O)S/C(=C/c2ccccc2)C1=O)Nc1ccc(C(=O)O)c(O)c1 | i | i | i | 21 | i | i | i | i | i | i | i
COC(=O)c1sccc1NC(=O)Nc1ccc(OC)cc1 | i | i | i | 32 | i | i | i | i | i | i | i
CCOC(=O)c1n[nH]n2c1nc(=S)c1ccccc12 | i | i | i | 8 | i | i | i | i | i | i | i
CCOc1ccccc1NC(=O)CN1C(=O)C(C)SC(C)C1=O (stereo not given) | i | i | i | -8 | i | i | i | i | i | i | i
CCOC(=O)C1CCN(C(=O)CS(=O)Cc2nc(-c3ccc(C)cc3)oc2C)CC1 (stereo not given) | i | i | i | -6 | i | i | i | i | i | i | i
CSc1nnc(CNC(=O)c2ccccc2)n1-c1ccc(F)cc1 | . | . | . | . | i | . | . | i | i | i | i
CCOC(=O)c1cnc2c(C)cccc2c1NCc1ccco1 | i | i | i | 1 | i | i | i | i | i | 7.6* | i
CC(=O)C1=C(O)C(=O)N(Cc2cccnc2)C1c1ccc(C)cc1 (stereo not given) | i | i | i | 8 | . | i | i | . | . | . | .
Cc1cccc(NC(=O)CSc2nc(C)c(Cc3ccccc3)c(=O)[nH]2)c1C | i | i | i | 6 | i | i | i | . | i | i | i
O=C(Cc1ccccc1)N1CCC2(CC1)NCCc1[nH]cnc12 | i | i | i | 3 | i | i | i | i | i | i | i
CC(C)(C)OC(=O)NCC(=O)N1CCC(C(=O)O)CC1 | i | i | i | 2 | i | i | i | i | i | i | i
O=C(N/N=C\c1ccccc1)c1sccc1-n1cccc1 | i | i | i | 2 | i | i | i | i | i | i | i
COc1ccc(NC2=NC(=S)N(c3cccc(C)c3)C23CCCCC3)cc1 | i | i | i | 7 | i | i | i | i | i | i | i
Cc1ccc(N2C(=O)CC3(CCCC3)CC2=O)cc1 | i | i | i | -1 | i | i | i | i | i | i | i
CCOc1ccccc1N(C(=O)Nc1ccc(Cl)cc1)C1=NCCS1 | i | i | i | . | i | i | i | i | i | i | i
COc1ccc2nc(-c3ccccc3)nc(C3CCCCC3)c2c1 | i | i | i | 13 | i | i | i | i | i | i | i
Cc1cccc(NC(=O)CNC(=O)COc2ccc(C(=O)c3ccc(F)cc3)cc2)c1C | i | i | i | -10 | i | i | i | i | i | i | i
Cc1cc2[nH]c(=O)c(=O)[nH]c2cc1S(=O)(=O)Nc1cccc(Cl)c1C | i | i | i | 0 | i | i | i | i | i | i | i
OC(CN1CCCC1)Cn1ccc2ccccc21 (stereo not given) | i | i | i | -1 | i | i | i | i | i | i | i
CCOc1ccc(C(=O)N(Cc2ccc(N(C)C)cc2)C2CCS(=O)(=O)C2)cc1 (stereo not given) | i | i | i | -1 | i | i | i | i | i | i | i
FC(F)(F)COc1ccc(-c2nnc(SCc3ccccc3)o2)cn1 | i | i | i | -1 | i | i | i | i | i | i | i
COc1ccc(CN(CC(=O)NC2CCCC2)C(=O)CCC(=O)Nc2nc(C)cs2)cc1 | i | i | i | 3 | i | i | i | i | i | i | i
CC1CCN(C(=O)CSc2n[nH]c(-c3cccs3)n2)CC1 | i | i | i | -5 | i | i | i | i | i | i | i
Cc1ccc(-n2c(N)c(C(=O)Nc3ccccc3F)sc2=S)cc1C | i | i | i | 7 | i | i | i | i | i | i | i
COCCN(CC1CCCN(C2Cc3ccccc3C2)C1)C(=O)c1cccc(C)c1 (stereo not given) | i | i | i | -3 | i | i | i | i | i | i | i
Cc1cc(NC(=O)c2cccc3ccccc23)cc(C)c1OCC(=O)N1CCOCC1 | i | i | i | 2 | i | i | i | i | i | i | i
Fc1ccc(C2=CC(c3ccco3)n3nnnc3N2)cc1 (stereo not given) | i | i | i | -5 | i | i | i | i | i | i | i
Cc1onc(-c2ccccc2Cl)c1C(=O)Nc1nnc(-c2ccc(Br)cc2)s1 | i | i | i | 38 | i | i | i | i | i | i | i
N#CCO/N=C/C(=O)Nc1ccc(F)cc1F | i | i | i | -1 | i | i | i | i | i | i | i
COc1ccc(Cl)cc1NC(=O)CN(C)Cc1ccc(OC)c(OC)c1 | i | i | i | 20 | i | i | i | i | i | i | i
Cc1ccc(CN2C(=O)CCSc3ccc(Cl)cc32)cc1 | i | i | i | 20 | i | i | i | i | i | i | i
Cc1cccc(C)c1OCc1nc2ccccc2c(=O)n1/N=C/c1c[nH]c2ccccc12 | i | i | i | 29 | i | i | i | i | i | i | i
Cc1ccccc1C(=O)NC(NC(=O)c1ccccc1C)c1cccc([N+](=O)[O-])c1 | i | i | i | 2 | i | i | i | i | i | i | i
Cc1nc2ccccc2c2oc(C(=O)N3CCC(C)CC3)cc12 | i | i | i | 5 | i | i | i | i | i | i | i
O=C1CC(c2cccs2)Cc2nc(NC(=O)C3CC3)ncc21 (stereo not given) | i | i | i | -5 | i | i | i | i | i | i | i
Cc1nn(C)cc1C(C(=O)NC1CCCCC1)N(Cc1ccc(F)cc1)C(=O)c1cnccn1 (stereo not given) | i | i | i | 0 | i | i | i | i | i | i | i
O=C(CCSc1ccccc1)NC1CCCCCC1 | i | i | i | -16 | i | i | i | i | i | i | i
CC(C)[C@H](NC(=O)[C@@H]1CSC2c3ccccc3C(=O)N21)C(=O)NC1CCCC1 (stereo not given in full) | i | i | i | -1 | i | i | i | i | i | i | i
CCCCCCn1c2c(c(=N)c3c1CCC3)CCC2 | i | i | i | 13 | i | i | -8.5* | i | i | i | i
Clc1ccc(SCCCCN2CCNCC2)cc1 | i | 14* | i | 4 | i | i | -7.5* | i | i | i | i
CN(C)c1nc(=NCc2ccco2)ss1 | i | i | i | 38 | i | i | i | i | i | i | i
COc1ccccc1/C=C\C=N\n1c(-c2ccc(Cl)cc2)n[nH]c1=S | i | i | i | 19 | i | i | i | i | i | i | i
CC1CCN(S(=O)(=O)c2ccc(NC(=O)C3CC3)cc2)CC1 | i | i | i | 1 | i | i | i | i | i | i | i
CC1(C)CC(C)(c2ccc(O)cc2O)N(c2ccc3ccccc3c2)C(=S)N1 (stereo not given) | i | i | i | . | i | i | i | i | i | i | i
O=C(NCc1ccco1)C1Cc2ccccc2CN1C(=O)c1ccco1 (stereo not given) | i | i | i | 9 | i | i | i | i | i | i | i
CCN(C(=O)COC(=O)c1cncc(Br)c1)C1CCS(=O)(=O)C1 (stereo not given) | i | i | i | -10 | i | i | i | i | i | i | i
CC1CC(C)CN(C(=O)Cn2c(=O)c3cccn3c3cccnc32)C1 (stereo not given) | i | i | i | -2 | i | i | i | i | i | i | i
COc1ccc(/C=C2/SC(=O)N(CCC(=O)Nc3ccc(C)cc3)C2=O)cc1OC | i | i | i | 1 | i | i | i | . | i | i | i
Fc1ccc(Cn2c(SCc3ccc(F)c(C(F)(F)F)c3)nnc2C(F)(F)F)cc1 | i | i | i | 26 | i | i | i | i | i | i | i
Cc1cc(NCCO)c2cc(O)ccc2n1 | i | i | i | 1 | i | i | -7.8* | i | i | i | i
NNc1nc2sc3c(c2c(=O)n1-c1ccccc1)CCCC3 | i | i | i | 17 | i | i | i | i | i | i | i
CCCc1cc(C(=O)Nc2cc(Br)ccc2O)no1 | i | i | i | -5 | i | i | i | i | i | i | i

(list continues)
SMILES | TRPC4 agonist | TRPC4 potent | TRPC6 act | SKKanGAS inh | MrgX1 antagonist | TRPC4 block | TRPC6 inh | TMEM16A act | TMEM16A inh | MrgX1 allo act | MrgX1 ag
COCc1c(C(N)=O)nnn1-c1nonc1N | i | i | i | -6 | i | i | i | i | i | i | i
Cc1ccc(/C=N/N2CCN(c3ccccn3)CC2)o1 | i | i | i | -3 | i | i | i | i | i | i | i
O=C1CC(C(=O)Nc2ccccc2)C2(CCCCC2)O1 (stereo not given) | i | i | i | -14 | i | i | i | i | i | i | i
Cc1csc(=O)n1CCC(=O)OCC(=O)NNC(=O)c1ccccc1 | i | i | i | -4 | i | i | i | i | i | i | i
CC1(C)Oc2ccc3ccc(=O)oc3c2C[C@H]1O | i | i | i | 5 | i | i | i | i | i | i | i

The order is random; about 6.7% have a hit in one of these screens.
